TDP1 cell noCPT: qHTS for Inhibitors of human tyrosyl-DNA phosphodiesterase 1 (TDP1): qHTS in cells in absence of CPT. DT40 Tdp1-/- hTDP1 cells, no CPT, ATP luminescence, 48 h. actives 15% (n = 420,000). Potency, µM (highest dose often 46.2 µM), for inactives: at the highest dose activity change, negative = growth inhibition, hits mostly inhibitors; note: nearly all actives have a fitted effect of over 55% in size
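No-CPT arm: Tdp1-/-;hTDP1 DT40 cells (400/well) plus compounds, incubated ≥48 hr at 37 °C. Readout CellTiter-Glo luminescence.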
TDP1 cell CPT: growth inhibition of DT40 Tdp1-/-;hTDP1 cells with camptothecin (screen for TDP1 inhibitors); AID 686979; actives 12% (n = 420,000); chicken DT40 Tdp1-/-;hTDP1 cells + 20 nM CPT, ATP luminescence, 48 h; Potency, µM (doses to about 46.2 µM), for the others: top-dose activity change, negative = growth inhibition, most hits filed as inhibitors; note: nearly all actives have a fitted effect of over 55% in size
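Chicken DT40 Tdp1-/- cells complemented with human TDP1, 400 cells/well, exposed to compounds plus 20 nM camptothecin for at least 48 h at 37 C; viability read as ATP content by CellTiter-Glo luminescence.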
TDP1 inh: TDP1 (human) enzyme inhibition. actives 0.28% (n = 350,000). Potency, µM (titrated, usually from 130 µM), for inactives: top-dose activity change, negative = inhibition, usual class: inhibitors. Q9NUW8. recombinant TDP1, AlphaScreen DNA substrate cleavage; note: nearly all actives have a fitted effect of over 40% in size
Target sequence (Q9NUW8 whole entry, looked up): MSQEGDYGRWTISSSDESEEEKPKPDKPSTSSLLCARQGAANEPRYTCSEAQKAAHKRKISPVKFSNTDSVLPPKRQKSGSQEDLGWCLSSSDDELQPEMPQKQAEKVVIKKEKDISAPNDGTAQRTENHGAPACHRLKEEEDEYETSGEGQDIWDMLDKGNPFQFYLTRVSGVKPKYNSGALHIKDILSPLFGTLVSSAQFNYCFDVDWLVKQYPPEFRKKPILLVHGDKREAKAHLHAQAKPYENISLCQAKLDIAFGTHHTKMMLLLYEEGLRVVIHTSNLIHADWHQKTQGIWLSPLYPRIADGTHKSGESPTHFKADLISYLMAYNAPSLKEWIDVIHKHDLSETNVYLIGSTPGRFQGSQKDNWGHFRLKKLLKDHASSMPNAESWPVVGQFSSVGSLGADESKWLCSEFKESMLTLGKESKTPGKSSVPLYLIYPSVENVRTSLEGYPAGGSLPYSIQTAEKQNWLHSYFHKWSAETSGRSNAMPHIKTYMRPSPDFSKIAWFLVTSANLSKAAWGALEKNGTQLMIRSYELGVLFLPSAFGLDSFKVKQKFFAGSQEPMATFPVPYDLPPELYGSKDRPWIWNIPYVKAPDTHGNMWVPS
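E. coli-derived human Tdp1, 1 nM final. Cpd preinc 15 min RT; substrate 15 nM final, 5 min RT; AS bead mix 10 ug/ml final, 10 min RT. Signal loss = tyrosine-FITC cleavage. No-enzyme wells = max signal.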
An asterisk follows results filed as active; ? = inconclusive; · = not tested or not shown; & = joins results of further samples; ! = repeats disagree; [ ] = dose if it differs, or a comment. Calls come from the whole dose curve; as a rule, active = well fitted curve in the direction sought with a large enough effect; inconclusive = small, poorly fitted or top-dose-only effect, or another doubt; inactive = no such curve, though single readings can be large; an effect the other way counts as inactive or inconclusive. % is set by controls: 0 for no effect and ±100 for the full control effect; potency is the fitted concentration of half-maximal effect.

Each structure is followed by: TDP1 cell noCPT, TDP1 cell CPT, TDP1 inh
- CC1=C(C/C=C(\C)CCCC(C)CCCC(C)CCCC(C)C)C(=O)c2ccccc2C1=O (stereo not drawn)
  -7%, -7%, 9%
- CN(c1ccccc1)C(c1ccc(F)cc1)c1nnnn1CC1CCCO1 (stereo not drawn)
  -23%, -11%, -1%
- CCCCn1c(N)c(N(CC)C(=O)c2cc(CC)c(C)s2)c(=O)[nH]c1=O
  -7%, -1%, 1%
- COc1ccc(C(=O)Nc2nc3ccccc3s2)cc1
  ?, -19%, ·
- CS(=O)(=O)N1CCc2cc(C(=O)N3CCN(c4cccc(Cl)c4)CC3)ccc21
  18µM*!, 16µM*, 3%&-2%
- O=C(c1[nH]c(C(F)(F)F)nc1-c1ccccc1)N1CCCCC1
  -4%, 4%, ·
- CCN(CC)c1ccc2cc(-c3nc(-c4ccc(OC)cc4)cs3)c(=O)oc2c1
  15µM*, ?, ·
- COc1ccc(C2C(Oc3ccccc3)C(=O)N2c2ccc(C)c(C)c2)cc1OC (stereo not drawn)
  ?, ?, ·
- COc1ccccc1/C=C/C(=O)N1CCOCC1
  -6%, -11%, -3%
- O=C(COC(=O)CC1SC(N2CCCC2)=NC1=O)Nc1c(F)c(F)c(F)c(F)c1F (stereo not drawn)
  -6%, -1%, -2%[56.1 µM]
- CCCCn1c(N)c(N(CCC(C)C)C(=O)c2sc3nc4n(c(=O)c3c2C)CCC4)c(=O)[nH]c1=O
  -2%, 9%, 3%
- COc1ccc(NS(=O)(=O)c2cc3c(cc2C)N(C)CCO3)cc1
  ?, ?, ·
- Cc1cc(C)c(NC(=O)C2CCN(C(=O)N3CC(C)Oc4ccc(Cl)cc43)CC2)c(C)c1 (stereo not drawn)
  21µM*, ?, 10%
- COc1ccc(NC(=O)C2CCCNC2)cc1OCC(C)C (stereo not drawn)
  ?, ?, 8%
- O=C(NCCN1CCOCC1)C1CC(=O)N(c2cccc(C(F)(F)F)c2)C1 (stereo not drawn)
  2%, 7%, -3%
- CC(C)(C)OC(=O)[C@H](Cc1ccccc1)NC(=O)c1nc[nH]c1C(=O)N[C@@H](Cc1ccccc1)C(=O)OC(C)(C)C
  18µM*, 15µM*, 8%
- O=C(NN1C(=O)c2ccccc2C1=O)C1CCCCC1
  1%, -12%, 4%
- COc1cc(OC)cc(C(=O)N(CCCN2C(=O)c3cccc4cccc(c34)C2=O)c2cccc(OC)c2)c1
  ?, ?, 0%
- COc1ccc(-c2nc3ccc(NS(=O)(=O)c4ccc(C)cc4)cc3o2)cc1
  10µM*, ?, 6%
- O=C(Nc1ccc(-c2nc3ccccc3o2)c(O)c1)c1ccccc1
  18µM*, ?, 5%
- O=C(Cn1nc(-c2ccccc2)oc1=O)OCC(=O)c1ccc(F)c(F)c1
  -3%, -5%, 2%
- CCCOc1cccc(C(=O)N/N=C/c2ccoc2)c1
  22%, 1%, ·
- COc1ccccc1C(=O)NCc1ccc(-c2nc3ccccc3s2)cc1
  0%, 3%, 2%
- Cn1c(SCC(=O)NCc2cccs2)nnc1-c1ccncc1
  3%, -1%, 2%
- CN(C(=O)c1ccc(Br)o1)C1(C)CCS(=O)(=O)C1 (stereo not drawn)
  7%, -2%, 2%
- O=C(CSc1nc2ccccc2c(=O)n1CC1CCCO1)Nc1ccccc1 (stereo not drawn)
  -21%, -11%, 9%
- O=C(COC(=O)c1cc(S(=O)(=O)N2CCCC2)ccc1O)Nc1ccc(F)cc1F
  -10%, -2%, 2%
- CCCn1c(CN2CCN(c3cccc(Cl)c3)CC2)nc2c1c(=O)n(C)c(=O)n2C
  6.5µM*, 5.8µM*, 4%
- COc1ccc(Br)c(C(=O)OCC(=O)NC2CC2)c1
  3%, -4%, 0%
- CCOC(=O)N1CCN(Cc2nc3cc(NC(=O)c4cccs4)ccc3n2CC)CC1
  26µM*, 23µM*, 2%

Reformatted: entries from further up
mol	TDP1 cell noCPT	TDP1 cell CPT	TDP1 inh
O=C(Nc1ccc(-c2nc3ccccc3o2)c(O)c1)c1ccccc1	18µM*	?	5%
O=C(Cn1nc(-c2ccccc2)oc1=O)OCC(=O)c1ccc(F)c(F)c1	-3%	-5%	2%
CCCOc1cccc(C(=O)N/N=C/c2ccoc2)c1	22%	1%	·

Remaining list, next part:
Each structure is followed by: TDP1 cell noCPT, TDP1 cell CPT, TDP1 inh
- COC(=O)C(C)n1cnc2c(nnn2-c2ccc(C)cc2)c1=O (stereo not drawn)
  -6%, -27%, ·
- COc1ccc(Nc2nc(N3CCOCC3)nc(N3CCOCC3)n2)cc1
  ?, -23%, ·
- O=c1c2ccccc2nc(SCc2ccncc2)n1CC1CCCO1 (stereo not drawn)
  ?, -21%, 5%
- COc1ccccc1Nc1ccc(C(=O)NC2CCCCC2)cn1
  ?, ?, 8%
- Cc1ccc(CN(Cc2ccco2)C(=O)c2ccc(Cl)cc2)o1
  ?, -27%, 12%
- CC1(C)CC(=O)C(CC2=C(N)CC(C)(C)CC2=O)=C(N)C1
  16%, 6%, 1%
- O=C(CC(=O)Nc1ccc(Cl)cc1Cl)Nc1ccc(Cl)cc1Cl
  ?, -16%, ·
- Cc1cccc(N(C(=O)CNC(=O)c2ccco2)C(C(=O)NC2CCCC2)c2cccnc2)c1C (stereo not drawn)
  7%, 25%, ·
- Cc1[nH]c2ccccc2c1C(=O)NS(=O)(=O)Nc1ccc(F)cc1
  -2%, -1%, 2%
- Cc1ccc(CN2CC(C(=O)NCCCn3nc(C)cc3C)CC2=O)cc1 (stereo not drawn)
  -4%, -12%, ·
- CN(C)S(=O)(=O)N1CCC(Oc2ccc(C(=O)N3C[C@@H]4CCC[C@H]3C4)cc2)CC1
  ?, 16µM*, ·
- CN(C)c1nc(N)nc(CSc2nc3cc(Cl)ccc3o2)n1
  2%, -19%, 4%
- COc1cc(/C=N/N2CCCCC2)cc([N+](=O)[O-])c1O
  -8%, -1%, ·
- COc1ccccc1CNC(=O)CSC1=Nc2ccccc2N=C(c2ccc(F)cc2)C1
  ?, 26µM*, 2%
- COc1ccc(COc2cc(-c3cccc(OC)c3)nc3ccc(NC(=O)c4ccc(Cl)cc4)cc23)cc1
  16µM*, ?, 3%&0%
- CC(NC(=S)NC1CCCCC1)C(c1cccs1)N1CCOCC1 (stereo not drawn)
  ?, ?, 3%
- CC1(C)Cc2ccccc2-c2nnc(-c3ccccn3)n21
  -11%, -1%, 6%
- CCC(C)(C(=O)NC1CCCCC1)N(Cc1cccs1)C(=O)c1ccccn1 (stereo not drawn)
  -27%, 5%, -5%
- COc1ccc(Oc2ccc(NC(=O)c3ccccc3C)cc2)cc1
  21µM*, ?, -2%
- CC(C)C[C@H](NC(=O)Nc1cccc(Cl)c1)C(=O)O
  -6%, 5%, 5%
- CCOC(=O)c1cnc2ccc(Cl)cc2c1Nc1ccc(OCC)cc1
  ?, ?, ·
- CCOc1ccc(N(Cc2cc3ccc(C)cc3[nH]c2=O)S(=O)(=O)c2ccccc2)cc1
  ?, ?, 1%
- Cc1ccc(C)c(N(CC(=O)NCc2ccco2)C(=O)CCC(=O)Nc2nccs2)c1
  -29%, 1%, 8%
- O=C1c2ccccc2NC(c2ccccc2O)N1Cc1ccco1 (stereo not drawn)
  16µM*, ?, 4%
- CCOC(=O)COc1cc2c(C(=O)OCC)c(C)oc2cc1Br
  -4%, ?, -6%
- COc1ccc(-c2cc(C(=O)OCC(=O)N(C)C)c3ccccc3n2)cc1
  ?, ?, -4%
- N#Cc1nc(-c2ccc(OCc3ccccc3)cc2)oc1N1CCOCC1
  -16%, -8%, -1%
- Cc1nn(C)c(Cl)c1/C=N/OC(=O)c1ccc(F)cc1
  8%, 0%, 8%
- CCCc1cnc(N2CCN(C(=O)c3ccc(OC)cc3)CC2)nc1
  ?, ?, ·
- Cc1ccc(NC(=O)CCS(=O)(=O)c2ccc(Br)cc2)c(C)c1
  2%, -4%, 9%
- O=C(Cn1cc2c(n1)CCCCC2)NCCN1CCOCC1
  5%, 5%, 5%
- CCCn1c(=O)[nH]c(=O)c2c1nc(-c1ccccc1OC(F)F)n2CCOC
  -27%, -9%, -4%
- O=C1c2ccccc2-c2nc3ncnn3c(-c3ccccc3Cl)c21
  ?, ?, 0%
- CC(C)N(Cc1cc2ccccc2[nH]c1=O)C(=O)C1CCCCC1
  ?, -9%, 4%
- COc1ccccc1COC(=O)N/C=C/c1ccco1
  -11%, -22%, 5%
- O=C1C=CC(O)(c2cc(=O)c3c(O)cc(O)cc3o2)C=C1
  0.52µM*, 0.37µM*, -3%
- C[C@H](CO)N1C[C@H](C)[C@@H](CN(C)S(=O)(=O)c2cn(C)cn2)Oc2ccc(NC(=O)C3CCCCC3)cc2C1=O
  -7%, 3%, 1%
- CCOC(=O)C1=C(CC)Nc2ccccc2N=C1NC(=O)c1cc(S(=O)(=O)N2CCOCC2)ccc1C
  -15%, ?, 2%
- COc1ccccc1CNC(=O)CCCN1C(=O)CCn2nc(-c3cn(C)c4ccccc34)cc21
  ?, ?, 4%
- CCOc1ccc2c(C)c(C)c(=O)oc2c1OCC
  -28%, ?, 2%
- COc1ccc(S(=O)(=O)n2nc(OC(C)=O)cc2N)cc1
  -6%, -14%, 3%
- CCCCN1C=C(C(=O)OC)C(c2ccccc2C(F)(F)F)C(C(=O)OC)=C1
  -10%, -29%, ·
- COCCCNC(=O)CSc1nc2ccccc2c(=O)n1Cc1ccco1
  -18%, -24%, 3%
- CC1CCN(Cc2nc(-c3ccc(Cl)cc3)no2)CC1
  -13%, -27%, 0%
- Cc1ccc(CN(C)C(=O)c2ccccc2Sc2ccccc2C#N)cc1
  ?, ?, 6%
- COc1ccccc1-c1c(C)nn2c(N3CCN(c4ccccc4OC)CC3)cc(C)nc12
  ?, ?, -3%
- Nc1nc(CN2CCCCCC2)nc(Nc2ccc(F)cc2)n1
  -19%, -5%, 4%
- COc1ccc(N2C(=O)c3ccccc3NC2c2ccc(NC(C)=O)cc2)c(OC)c1 (stereo not drawn)
  -18%, -23%, ?
- CC(C)S(=O)(=O)c1cnc(-c2cccnc2)nc1N
  -7%, 14%, 3%
- CCc1ccc(O)c(C(=O)c2cnc3cc(-c4ccc(C)cc4)nn3c2)c1
  -5%, ?, 7%
- O=C(COc1ccccc1)N(Cc1cccnc1)c1nc2ccc(F)cc2s1
  -12%, 1%, -3%
- Cc1cc(C)n2nc(C(=O)NC(C)(C)C)nc2n1
  -2%, -6%, 3%
- CC1(C)Cc2cccc(OCC(=O)N3CCN(c4cccc(C(F)(F)F)c4)CC3)c2O1
  ?, ?, ·
- COc1ccc(S(=O)(=O)N2CCCCC2)cc1NS(=O)(=O)c1cc(Cl)ccc1Cl
  -17%, -2%, 3%
- COc1cccc(-c2cc3nc(NCCCN(C)C)n(C)c(=O)c3s2)c1
  ?, ?, ·
- CCOc1ccc(OCC)c(Nc2nc3ccccc3n3nnnc23)c1
  -5%, -8%, 3%
- C=CCSc1nc(N)c(C(=O)Nc2ccccc2C)cc1C(N)=O
  -1%, -2%, 0%
- Cc1ccc(C(=O)Nc2ccccc2N2CCCCC2)o1
  ?, 26µM*, 5%
- CC(=O)Nc1ccc(NC(=O)C(C)OC(=O)CCc2nc3ccccc3s2)cc1 (stereo not drawn)
  6%, 12%, 1%
- CSc1ccc(CN(C)C(C)C(=O)NCC2CCCCC2)cc1 (stereo not drawn)
  ?, ?, 6%

Overlap with the part before: 3 entries; new compounds follow.
Each structure is followed by: TDP1 cell noCPT, TDP1 cell CPT, TDP1 inh
- Cc1ccc(C(=O)Nc2ccccc2N2CCCCC2)o1
  ?, 26µM*, 5%
- CC(=O)Nc1ccc(NC(=O)C(C)OC(=O)CCc2nc3ccccc3s2)cc1 (stereo not drawn)
  6%, 12%, 1%
- CSc1ccc(CN(C)C(C)C(=O)NCC2CCCCC2)cc1 (stereo not drawn)
  ?, ?, 6%
- CCn1ccc2c(OCC(=O)Nc3ccccc3C(F)(F)F)cccc2c1=O
  21µM*, 15µM*, 0%
- Cc1ccc(CNC(=O)Nc2ccccc2)n1C
  6%, 3%, ·
- COc1ccc(NC(=O)c2cc(C(C)C)on2)cc1OC
  -1%, ?, -1%
- CC(C)COC(=O)NCCCOC(=O)Nc1ccccc1
  ?, ?, 0%
- COc1ccc(OC)c(-c2csc(NC(=O)Cn3[nH]c(=O)c4ccccc4c3=O)n2)c1
  ?, ?, 0%
- COCCCN(CC(=O)NCc1ccccc1)S(=O)(=O)c1ccc(C)cc1
  -10%, ?, ·
- Cc1cccc(C)c1NC(=O)CN(C)C(=O)c1ccc(OCc2ccccc2)cc1
  ?, ?, ·
- O=C(c1coc(=O)c(Br)c1)N1CCOCC1
  5.2µM*, 5.2µM*, 22µM*
- COCCn1c(SCC(=O)N2CCOCC2)nnc1-c1ccco1
  -1%, 22%, ·
- Brc1ccsc1-c1csc(-c2ccncc2)n1
  ?, -3%, ·

Bioassay records deposited in PubChem BioAssay by National Center for Advancing Translational Sciences (NCATS).
